CHRM4 agonist: human M4 muscarinic receptor agonists, primary screen, CHO-K1 cells, Fluo-8 calcium fluorescence; Muscarinic acetylcholine receptor M4 (Homo sapiens), P08173; CHO-K1 hM4/Gqi5; vehicle 0%, full acetylcholine response 100%; activation, % at 3 µM; actives 0.14% (n = 360,000); AID 624127, 2012;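 active = activation above the run mean over all test wells plus 3 SD, cut at about 32% in these data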;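 note: peak over basal fluorescence ratio per well then scaled between controls; 0% = DMSO wells and 100% = acetylcholine at EC100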
Target sequence (P08173 whole entry, looked up): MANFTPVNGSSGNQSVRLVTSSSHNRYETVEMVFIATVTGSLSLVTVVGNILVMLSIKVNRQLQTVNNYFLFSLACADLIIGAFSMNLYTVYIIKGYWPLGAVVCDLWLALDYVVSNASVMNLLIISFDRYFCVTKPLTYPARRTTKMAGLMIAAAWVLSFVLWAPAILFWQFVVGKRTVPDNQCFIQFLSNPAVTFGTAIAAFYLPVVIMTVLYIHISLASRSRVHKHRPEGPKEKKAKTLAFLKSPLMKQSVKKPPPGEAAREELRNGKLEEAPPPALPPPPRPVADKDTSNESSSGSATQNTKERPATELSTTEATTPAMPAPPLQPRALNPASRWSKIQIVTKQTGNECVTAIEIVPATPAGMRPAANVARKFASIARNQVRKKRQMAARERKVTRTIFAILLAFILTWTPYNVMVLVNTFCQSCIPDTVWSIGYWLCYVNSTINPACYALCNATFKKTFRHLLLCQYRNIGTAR
CRFBP-R2 block: antagonists of CRF-BP/CRF-R2 complex, primary screen, cell-based, HEK293, calcium dye fluorescence, uHTS | AID 588475, 2011 | actives 0.59% (n = 350,000) | CRF-induced calcium fluorescence | inhibition, % at 11.8 µM;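 active = inhibition of the ligand-induced calcium signal above about 50% at the single tested concentration, limit read from the data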
CHRM1 PAM: human M1 muscarinic receptor positive allosteric modulators, primary screen, CHO-K1 cells, Fluo-8 calcium fluorescence, 1536-well; Muscarinic acetylcholine receptor M1 (Homo sapiens), P11229; CHO-K1 hM1, ACh EC20; 0% = ACh EC20, 100% = maximal ACh; activation, % at 3 µM; actives 0.088% (n = 360,000); AID 588819, 2011; in the data active = activation above about 19%, passing the limit was not always enough
Target sequence (P11229 whole entry, looked up): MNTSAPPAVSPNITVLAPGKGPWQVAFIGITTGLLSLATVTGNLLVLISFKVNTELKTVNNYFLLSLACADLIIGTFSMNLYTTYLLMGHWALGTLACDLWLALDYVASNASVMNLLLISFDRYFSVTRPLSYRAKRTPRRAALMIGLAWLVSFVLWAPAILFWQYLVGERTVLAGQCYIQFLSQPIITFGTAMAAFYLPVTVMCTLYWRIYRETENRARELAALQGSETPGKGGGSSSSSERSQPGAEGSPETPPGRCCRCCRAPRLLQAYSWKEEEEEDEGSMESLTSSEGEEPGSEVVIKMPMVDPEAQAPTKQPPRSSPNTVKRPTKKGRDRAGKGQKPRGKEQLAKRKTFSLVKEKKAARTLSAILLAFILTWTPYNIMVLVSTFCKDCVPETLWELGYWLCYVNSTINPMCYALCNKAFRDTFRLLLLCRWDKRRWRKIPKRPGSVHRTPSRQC
CHRM5 agonist: human M5 muscarinic receptor agonists, primary screen, CHO-K1 cells, Fluo-8 calcium fluorescence. Muscarinic acetylcholine receptor M5 (Homo sapiens), P08912. CHO-K1 hM5 cells; 0% DMSO wells, 100% maximal acetylcholine response. actives 0.19% (n = 360,000). activation, % at 3 µM;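 active = activation above the run's mean over test compounds plus 3 SD, cut at about 23% in these data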;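 note: signal is peak over basal fluorescence ratio across the kinetic read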
CHRM4 antagonist: human M4 muscarinic receptor antagonists, primary screen, CHO cells, Fluo-8 calcium fluorescence; actives 0.73% (n = 360,000); inhibition, % at 3 µM; CHO-hM4 cells, ACh EC80; Muscarinic acetylcholine receptor M4 (Homo sapiens), P08173;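 active = inhibition above its plate's cutoff, the mean inhibition of sample wells plus 3 SD, cut at about 27% in these data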;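 note: 0% = acetylcholine EC80 with DMSO and 100% = DMSO without agonist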
CHRM4 PAM: human M4 muscarinic receptor positive allosteric modulators, primary screen, CHO-K1 cells, Fluo-8 calcium fluorescence; CHO-K1 hM4/Gqi5, ACh EC20; 0% = ACh EC20, 100% = maximal ACh; activation, % at 3 µM; actives 0.4% (n = 360,000); AID 624126, 2012;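 active = activation above its plate's cutoff, the mean activation of sample wells plus 3 SD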; note: some results filed as inactive read as strong as hits
CHRM5 antagonist: human M5 muscarinic receptor antagonists, primary screen, CHO cells, Fluo-8 calcium fluorescence; actives 0.59% (n = 360,000); Muscarinic acetylcholine receptor M5 (Homo sapiens), P08912; CHO-hM5 cells, ACh EC80; inhibition, % at 3 µM;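 active = inhibition above a per-plate cutoff, the mean of that plate's test compounds plus 3 SD, cut at about 27% in these data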;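 note: 0% = acetylcholine EC80 with DMSO and 100% = DMSO without agonist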
M5 PAM: human M5 muscarinic receptor positive allosteric modulators, primary screen, CHO-K1 cells, Fluo-8 calcium fluorescence; CHO-K1 hM5, ACh EC20 PAM; 0% = ACh EC20, 100% = ACh EC100; actives 0.3% (n = 360,000); activation, % at 3 µM; AID 624038, 2012; Muscarinic acetylcholine receptor M5 (Homo sapiens), P08912;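 active = activation above the run cutoff, the mean activation of all test compounds plus 3 SD, cut at about 18% in these data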
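Measured by: Fluo-8 calcium fluorescence; material: human M5 receptor in CHO-K1 cells; schedule: Post-acetylcholine fluorescence recording 140 s; benchmarks: low control EC20 acetylcholine (0%), high control EC100 acetylcholine (100%); read-out: Max/basal fluorescence ratio as % of EC20–EC100 ACh window; compound: single dose, 3 µM nominal final test concentration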
CRFR2-BP ag: agonists of CRF-BP/CRF-R2 complex, primary screen, cell-based, HEK293, calcium dye fluorescence, uHTS | CRF-binding protein / CRF receptor 2 complex (human) | calcium dye fluorescence (FLIPR); percent of saturating CRF peptide response | activation, % at 13.2 µM | actives 0.46% (n = 350,000);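 active = activation of at least 50%, plus an integration ratio under a set limit after plate pattern correction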;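 note: plate controls were neutral control wells without compound for no effect and CRF at EC100 for full effect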
Active calls of the source: *.

SMILES	CHRM4 agonist	CRFBP-R2 block	CHRM1 PAM	CHRM5 agonist	CHRM4 antagonist	CHRM4 PAM	CHRM5 antagonist	M5 PAM	CRFR2-BP ag
CC(C)C(=O)NCCc1nc2ccccc2n1CCc1ccccc1	1	1	-4	-1	-7	-1	-11	-2	2.1
COc1ccc(C2(C(=O)Nc3cc(C)on3)CCOCC2)cc1	1	-4	-1	-2	-11	8	2	4	1.1
CC1=C(C(=O)O)N2C(=O)C(NC(=O)c3nn(C)cc3Cl)C2SC1 (stereo not given)	1	3	2	-3	1	6	3	6	3.6
Cc1ccc(C(NC(=O)Nc2ccccn2)C(Cl)(Cl)Cl)cc1F (stereo not given)	2	-7	20	-1	1	11	3	2	-0.1
CC12CC3CC(C)(C1)CC(C(=O)Nc1nncs1)(C3)C2	-1	-53	17	0	-14	6	5	-2	1.0
CCC(C)N1CCNCC1 (stereo not given)	1	-5	5	2	4	-4	4	8	-1.4
COc1ccccc1-c1ccc(=O)n(CC(=O)NC(C)(C)C)n1	0	-8	1	0	7	8	1	0	1.8
CCOc1ccccc1OCC(=O)Nc1ccc(S(=O)(=O)Nc2ncccn2)cc1	1	4	15	0	0	-2	-1	4	0.3
Cc1ccc(S(=O)(=O)CC(C)N2CCN(C3CCCCC3)CC2)cc1 (stereo not given)	1	-6	1	-6	-12	8	2	1	2.1
CCOC(=O)C1CCCN(C(=O)c2cc(-c3ccccc3)on2)C1 (stereo not given)	4	-17	-9	3	5	-2	-6	3	-0.4
O=C(Nc1cccc(-c2ccc(N3CCOCC3)nn2)c1)c1ccccc1	7	-8	-3	0	0	-6	4	-9	-1.1
CCOC(=O)c1nnsc1NC(C)=O	-1	7	9	-9	2	7	0	-3	-0.1

Some of these compounds in order of molecular weight, ascending:
SMILES	CHRM4 agonist	CRFBP-R2 block	CHRM1 PAM	CHRM5 agonist	CHRM4 antagonist	CHRM4 PAM	CHRM5 antagonist	M5 PAM	CRFR2-BP ag
CCC(C)N1CCNCC1 (stereo not given)	1	-5	5	2	4	-4	4	8	-1.4
CCOC(=O)c1nnsc1NC(C)=O	-1	7	9	-9	2	7	0	-3	-0.1
CC12CC3CC(C)(C1)CC(C(=O)Nc1nncs1)(C3)C2	-1	-53	17	0	-14	6	5	-2	1.0
COc1ccccc1-c1ccc(=O)n(CC(=O)NC(C)(C)C)n1	0	-8	1	0	7	8	1	0	1.8
CCOC(=O)C1CCCN(C(=O)c2cc(-c3ccccc3)on2)C1 (stereo not given)	4	-17	-9	3	5	-2	-6	3	-0.4
CC(C)C(=O)NCCc1nc2ccccc2n1CCc1ccccc1	1	1	-4	-1	-7	-1	-11	-2	2.1
CC1=C(C(=O)O)N2C(=O)C(NC(=O)c3nn(C)cc3Cl)C2SC1 (stereo not given)	1	3	2	-3	1	6	3	6	3.6
O=C(Nc1cccc(-c2ccc(N3CCOCC3)nn2)c1)c1ccccc1	7	-8	-3	0	0	-6	4	-9	-1.1
Cc1ccc(S(=O)(=O)CC(C)N2CCN(C3CCCCC3)CC2)cc1 (stereo not given)	1	-6	1	-6	-12	8	2	1	2.1
Cc1ccc(C(NC(=O)Nc2ccccn2)C(Cl)(Cl)Cl)cc1F (stereo not given)	2	-7	20	-1	1	11	3	2	-0.1
CCOc1ccccc1OCC(=O)Nc1ccc(S(=O)(=O)Nc2ncccn2)cc1	1	4	15	0	0	-2	-1	4	0.3

New compounds follow.
SMILES	CHRM4 agonist	CRFBP-R2 block	CHRM1 PAM	CHRM5 agonist	CHRM4 antagonist	CHRM4 PAM	CHRM5 antagonist	M5 PAM	CRFR2-BP ag
COC(=O)c1ccc(N2CCN(C)CC2)c(NC(=O)COc2cccc(C)c2)c1	2	6	5	-3	-4	1	5	-3	-0.5
Cc1ccc(-c2csc3ncnc(NCCC(=O)O)c23)cc1C	-1	18	1	5	13	1	13	-6	-1.8
C[C@@H]1CN([C@@H](C)CO)C(=O)CCCn2cc(nn2)CO[C@H]1CN(C)C(=O)Oc1ccccc1	0	0	6	1	-13	3	-16	7	0.9
CN(C)S(=O)(=O)N(CC(=O)Nc1ccccc1)c1ccccc1	1	-11	-5	-5	6	13	8	3	-1.8
CC1(C)CC(=O)c2cnc(N)nc2C1	0	22	9	-3	-4	-7	-9	5	-0.4
CCCCN(CCCC)CCNC(=O)c1ccc2nc(-c3ccccc3NC(C)=O)c(=O)[nH]c2c1	1	-1	10	-2	-2	4	2	-3	0.2
COC(=O)c1ccc2c(=O)n(Cc3ccc4c(c3)OCO4)c(=S)[nH]c2c1	2	2	0	0	-11	0	3	-6	0.1
Cn1c(COc2ccccc2)nnc1SCC(=O)Nc1ccc2c(c1)OCO2	2	-16	6	1	-9	6	-1	1	-1.6
COc1cc(-c2nc(S(=O)(=O)c3ccc(Cl)cc3)c(N3CCOCC3)o2)cc(OC)c1OC	0	2	1	-4	0	9	1	-6	0.6
Cc1c(C(=O)/C=C/c2ccccc2F)c2cc(O)ccc2n1C	1	10	9	1	-7	6	16	-5	-0.1
O=C(COC(=O)CCC(=O)c1cccs1)NC(=O)c1ccc(OC(F)F)cc1	1	-7	6	0	5	-6	1	0	1.2
COc1cccc(/C=C/C(=O)OCC(=O)c2ccc3c(c2)NC(=O)CO3)c1OC	11	0	-12	-2	0	-11	13	-21	-1.8
CCC(=O)c1ccc(OCc2cn(CC(=O)c3ccc(O)cc3)nn2)cc1	1	-23	5	1	6	1	12	-4	-1.3
Cc1cc(C)n(CCc2nc(-c3ccco3)cs2)n1	1	-12	9	0	5	-7	-1	0	0.7
Cn1ccs/c1=N\C(=O)Nc1ccccc1	2	5	12	2	-13	16	-5	6	-1.0
NC(=O)/C(=C\c1ccco1)NC(=O)c1ccc(Br)o1	7	6	21	4	-8	-13	1	-4	0.6
Cc1ccc(C(=O)C(C)OC(=O)CN2C(=O)NC3(CCCC3)C2=O)cc1 (stereo not given)	2	-1	-4	1	-6	-1	1	-4	-3.3
C=CCn1c(O)c(C=Nc2ccc(Cc3ccncc3)cc2)c(=O)[nH]c1=S	11	1	-7	-1	-3	-15	5	-10	1.7
CCn1c(SCC(=O)c2cccs2)nnc1-c1cccs1	4	-12	1	0	-17	-3	-3	-7	4.6
COc1cc(C2SCC(=O)N2Cc2ccccc2)ccc1O (stereo not given)	6	1	5	-3	-11	6	-3	-2	0.2
O=C(O)c1ccc(CSCc2c(F)cccc2Cl)o1	1	-32	7	-2	5	20	-3	12	1.3
Cc1cc(C)n2nc(C(=O)OCC(=O)Nc3ccc(Cl)cc3)nc2n1	1	-1	5	0	-10	9	-5	2	-0.4
CCOC(=O)c1nnn(CC(=O)Nc2ccccc2)c1C(=O)OCC	1	-3	14	-3	-10	11	-3	3	-0.2
Cc1ccc(-n2nc3ccc(NC(=O)c4ccco4)cc3n2)cc1	1	-3	9	2	0	6	4	3	-0.3
Cc1cccc(NC(=O)/C(C#N)=C/c2ccccc2O)n1	1	-15	1	-2	12	-3	0	-1	-0.6
CC(NS(=O)(=O)c1ccccc1)C1COc2ccccc2O1 (stereo not given)	0	-12	9	-6	3	14	-8	6	-0.8
CC(Oc1ccccc1)C(=O)Nc1ccc(S(=O)(=O)N2CCN(C)CC2)cc1 (stereo not given)	2	-24	8	5	5	9	4	-1	12
COc1ccc(S(=O)(=O)NC(C)C(=O)NCc2cccnc2)cc1C (stereo not given)	1	7	13	-2	-12	18	0	-5	0.7
CCC1Nc2ncnc(N3CCN(c4ccccn4)CC3)c2N(Cc2ccc(Cl)cc2)C1=O (stereo not given)	4	-4	-5	-6	2	-6	8	-4	-2.7
NC(CO)C(O)c1ccc([N+](=O)[O-])cc1 (stereo not given)	0	13	7	2	-13	5	11	-2	-0.6
Cc1nc(NC(C)c2ccccc2)c2oc3ccccc3c2n1 (stereo not given)	6	2	-4	-1	11	3	21	-11	2.7
CCN1CCN(C(=O)c2cnn3c(C(F)F)cc(-c4ccc(C)cc4)nc23)CC1	-3	15	9	-5	5	-1	-2	1	3.0
Cc1ccc(NC(=S)N2CCN(C(=O)C3CCCO3)CC2)c(C)c1 (stereo not given)	1	-2	-4	1	-7	3	2	2	0.4
O=c1[nH]cc(COCc2ccccc2)c(=O)[nH]1	1	7	3	0	10	16	5	-2	0.4
CCCc1nnc(NC(=O)CCC(=O)N2CCCCCC2)s1	1	-4	5	2	1	3	3	5	-0.2
CCOC(=O)c1[nH]c2c(c1-c1ccccc1)C(=O)CC(c1ccc(OCC)cc1)C2 (stereo not given)	1	15	20	1	-22	11	-7	-3	4.0
Cc1c(N(C)S(=O)(=O)c2cccc(C(=O)NC(C)C)c2)c(=O)n(-c2ccccc2)n1C	1	-7	8	-1	5	-5	-4	6	0.7
Cc1ccc(OCCNC(=O)CCc2nc3sc4c(c3c(=O)[nH]2)CCCC4)cc1	2	1	12	-5	-3	1	-2	4	0.8
Cc1cccc(-n2cnc(C(=O)N/N=C\c3ccc(Br)cc3)c2)n1	0	12	3	-4	3	6	12	3	-1.1
COC(=O)c1sc(NC(=S)NC(=O)c2ccccc2C)nc1C	1	3	-3	-4	-6	9	-1	1	56*
CCN(CC)S(=O)(=O)c1ccc2c(c1)c(=O)c(C(=O)N1CCN(c3ccccn3)CC1)cn2C	0	-6	5	-1	0	5	15	-4	0.8
OC(COc1ccc(CNCCc2ccccc2F)cc1)CN1CCCCC1 (stereo not given)	1	0	-18	-7	-3	-12	5	-3	1.0
Cc1cccc(NC(=O)c2nc[nH]c2C(=O)NCCCNC(=O)c2[nH]cnc2C(=O)Nc2cccc(C)c2)c1	3	12	7	3	5	6	-2	7	0.0
CC(=O)c1ccc(S(=O)(=O)Nc2cccc(-n3cnnn3)c2)cc1	3	-1	3	-4	-11	12	-2	-1	-1.7
CN(C)CCN(Cc1cc2cc3c(cc2[nH]c1=O)OCCO3)C(=S)NCC1CCCO1 (stereo not given)	1	4	12	-2	3	3	2	4	0.8
